MOR-DOR inv ag = inverse agonist of human OPRM1-OPRD1 heterodimerization | P35372+P41143 | cell-based MOR-DOR heterodimer luminescence, inverse agonism | inhibition, % at 9.3 µM | hit rate 0.21% among 340,000 | AID 504357; in the data active means inhibition above about 22%, passing the limit was not always enough;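 further: 0% = cells with DMSO and 100% = wells without cells with DMSO; values of inactives mirror those of a sister screen read the other way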
Arrestin-AP2 inh = inhibitors of human beta-arrestin and AP2 interaction | FITC-arrestin peptide / GST-AP2 beads, flow cytometry; AP2 beta2 appendage carries R879A mutation | inhibition, % at 10 µM | hit rate 0.31% among 340,000;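 active means inhibition above a set limit, near 3 SD of compounds lacking own fluorescence, cut at about 54% in these data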;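 further: plate controls were DMSO wells for no effect and 5 µM unlabelled arrestin peptide for full effect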
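system = GST-tagged AP2 beta2-adaptin appendage (R879A) on 4 µm glutathione beads | reagent = FITC-labelled arrestin peptide probe, 50 nM final | schedule = compound with beads 12 min RT, then probe 1 h RT | signal = HyperCyt-sampled flow cytometry, FL1 channel, ex 488/em 535 nm | read-out = percent response from loss of bead-bound FITC fluorescence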
PKA-R2B activ = activates the human PKA-R2B holoenzyme complex | P22694+P31323 | PKA-R2B holoenzyme dissociation, Cy5-IP20 fluorescence polarization; R2B truncated from residue 108, S112A mutant; 0% DMSO only, 100% 113 µM cGMP | activation, % at 11.4 µM | hit rate 0.079% among 340,000;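 active means activation above a cutoff set at the mean over all compounds plus 3 SD, cut at about 18% in these data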;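 further: higher means more holoenzyme dissociation and a rise in polarization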
HTR5A inv ag = inverse agonist of human HTR5A in OPRM1-OPRD1 counter-screen. P47898. HTR5A cell line, luminescence, inverse agonism. inhibition, % at 9.3 µM. hit rate 0.083% among 340,000; in the data active means inhibition mostly above about 23%, no sharp cut-off; inactive means mostly below about 18%;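 further: 0% = cells with DMSO and 100% = no-cell wells with DMSO; some compounds called inactive have numbers as strong as hits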
HTR5A ag = HTR5A agonism, opioid heterodimer counter-screen. P47898. HTR5A agonist assay, luminescence, cell-based. activation, % at 9.3 µM. hit rate 0.61% among 340,000. AID 504692; in the data active means activation mostly above about 9.5%, no sharp cut-off; inactive means mostly below about 7.6%;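 further: 0% = cells with vehicle only and 100% = reference agonist; strong numbers were not always called active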
MOR-DOR ag = OPRM1-OPRD1 heterodimerization agonism; cells, luminescence; activation, % at 9.3 µM; hit rate 0.3% among 340,000; AID 504326; in the data active means activation above about 18%;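 further: 0% = vehicle-treated cells and 100% = reference agonist; values of inactives mirror those of a sister screen read the other way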
V-ATPase pH = regulators of yeast V-ATPase proton transport; S. cerevisiae, pHLuorin cytosolic pH fluorescence; response, % at 10 µM; hit rate 0.37% among 350,000; in the data active means response mostly above about 7.3%, no sharp cut-off; inactive means mostly below about 5.4%; further: actives read high; inactives centre near 0; some compounds called inactive have numbers as strong as hits; reference of the scale not given here
Pemphigus Ab inh = blocks pemphigus antibody binding to human desmoglein-3 | P32926 | DSG3-coupled beads, scFv-anti-DSG3-GFP binding, flow cytometry; hits give low values | binding (percent of control), % at 10 µM | hit rate 0.48% among 310,000 | AID 588358;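 active means binding more than 3 SD below its plate's average and above zero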;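 further: hits lower antibody fragment binding to DSG3; some compounds called inactive have numbers as strong as hits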
Target sequence (P32926 whole entry, looked up, the tested form may be a part): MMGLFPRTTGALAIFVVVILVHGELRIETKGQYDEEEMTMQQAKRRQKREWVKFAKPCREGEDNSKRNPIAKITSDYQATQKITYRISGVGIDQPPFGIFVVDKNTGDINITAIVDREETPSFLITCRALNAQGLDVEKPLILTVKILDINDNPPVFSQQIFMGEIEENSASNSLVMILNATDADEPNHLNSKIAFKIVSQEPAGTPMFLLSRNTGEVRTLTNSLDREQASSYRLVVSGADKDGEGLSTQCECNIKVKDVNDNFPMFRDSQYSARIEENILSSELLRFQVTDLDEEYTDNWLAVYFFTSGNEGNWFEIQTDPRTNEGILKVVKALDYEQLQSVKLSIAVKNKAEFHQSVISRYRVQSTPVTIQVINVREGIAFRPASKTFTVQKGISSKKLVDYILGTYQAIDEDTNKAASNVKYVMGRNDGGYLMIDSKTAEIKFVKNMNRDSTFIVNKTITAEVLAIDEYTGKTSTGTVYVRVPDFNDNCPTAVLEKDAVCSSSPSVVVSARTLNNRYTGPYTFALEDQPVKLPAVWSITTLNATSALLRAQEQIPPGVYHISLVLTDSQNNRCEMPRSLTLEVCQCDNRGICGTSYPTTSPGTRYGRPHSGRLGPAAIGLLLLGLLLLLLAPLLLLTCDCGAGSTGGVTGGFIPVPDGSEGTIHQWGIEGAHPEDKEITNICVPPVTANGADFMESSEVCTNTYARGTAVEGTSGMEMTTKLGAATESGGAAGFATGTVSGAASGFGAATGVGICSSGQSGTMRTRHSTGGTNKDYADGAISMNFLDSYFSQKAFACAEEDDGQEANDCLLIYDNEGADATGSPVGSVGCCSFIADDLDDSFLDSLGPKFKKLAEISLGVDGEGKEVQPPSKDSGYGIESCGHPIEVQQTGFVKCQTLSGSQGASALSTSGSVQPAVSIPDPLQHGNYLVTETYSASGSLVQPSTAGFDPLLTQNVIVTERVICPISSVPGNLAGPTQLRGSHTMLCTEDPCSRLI
DAGLB inh = blocks human DAGLB lipase activity. Q8NCG7. HEK293T DAGLB membrane lysate, EnzChek fluorogenic substrate. inhibition, % at 5.17 µM. hit rate 0.059% among 340,000. AID 504411; in the data active means inhibition above about 34%;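 further: 0% = enzyme with vehicle and 100% = wells lacking enzyme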
PKA-R1A activ = activators of PKA-R1A complex; P00514+P68181; AID 504707; PKA-R1A dissociation, Cy5-IP20 fluorescence polarization; scaled: DMSO 0%, 113 µM cGMP 100%; hit rate 0.083% among 340,000; activation, % at 11.4 µM;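 active means percent activation above the mean of all tested compounds plus 3 SD, cut at about 19% in these data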;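 further: higher means more PKAc released from R1A so a rise in polarization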
* hit, by the source's call; · = not tested or not shown.

SMILES	MOR-DOR inv ag	Arrestin-AP2 inh	PKA-R2B activ	HTR5A inv ag	HTR5A ag	MOR-DOR ag	V-ATPase pH	Pemphigus Ab inh	DAGLB inh	PKA-R1A activ
O=[N+]([O-])c1cccc(C=NNc2ccccc2)c1	-12	13	-5	-9	2	2.4	-1	127	1	4
CS(=O)(=O)c1ccc(NC(=O)CCN2C(=O)C3CC=CCC3C2=O)cc1 (configuration not stated)	-2	17	-12	13	4	0.4	1	104	-2	-10
COC(=O)C1C(=O)C2=C(CC1C)Nc1ccccc1NC2c1cccs1 (configuration not stated)	9	-8	-8	8	0	-1.8	-2	85	2	-1
COC1OC(CO)C(N(C)C(C)=O)C1O (configuration not stated)	14	-5	-11	4	5	-2.9	-2	100	0	2
COc1ccc(NC(=O)CN(C)C(=O)CSc2nc3ccccc3s2)cc1	4	-12	-18	6	2	-0.8	-3	102	-2	-3
COc1ccc(N(C(=O)c2ccco2)S(=O)(=O)c2cc(OC)ccc2OC)cc1	6	1	2	-2	-3	-1.1	-1	110	0	-2
O/N=C/c1cn(-c2ccccc2)nc1-c1ccc2c(c1)OCCO2	-23	2	-10	-9	6	3.8	6	122	-1	1
COc1ccc(/C=C/C(=O)Nc2cc(C)nn2-c2nc3ccccc3[nH]2)cc1	4	10	-4	-7	3	-0.6	16*	81	-9	0
c1ccc2sc(N3CCCN(Cc4nc(-c5cnccn5)no4)CC3)nc2c1	5	-3	-1	-15	-3	-0.9	-2	107	-2	-7
COc1cc(OC)c2ccc(=O)oc2c1C(CC(=O)N1CCCC1)c1ccc(N(C)C)cc1 (configuration not stated)	11	17	3	1	0	-1.9	-4	99	0	5
Cc1c(Cl)cccc1NC(=O)CSC(N)=O	-17	-11	-9	-3	1	3.4	0	107	-5	2
Cc1cc(C)n(CCCNC(=O)c2ccc(S(=O)(=O)NCc3ccco3)cc2)n1	5	0	4	4	-2	-1.0	3	83	-1	1
c1ccc2c(c1)nc1n2CCC1	6	16	-18	19	-5	-1.1	2	90	-3	2
O=C1N=C(N2CCOCC2)CS1	0	-3	-12	-6	2	0.0	-1	97	2	2
N#Cc1c(N2CCN(C(=O)c3ccccc3Cl)CC2)nc(-c2ccccc2)c2c1CCCC2	4	-12	3	11	-1	-0.8	-2	99	-4	3
CCCCCC1CC(CC(=O)NC(=S)Nc2ccc([N+](=O)[O-])cc2)C(=O)O1 (configuration not stated)	8	30	-7	14	-15	-1.4	-1	107	-4	0
COc1ccc(-n2c(SCC(=O)N3CCC(C(=O)O)CC3)nc3ccccc3c2=O)cc1OC	5	-5	-5	-5	2	-0.8	2	102	-2	-7
C/C(Cl)=C/CSc1nc2c(c(=O)[nH]c(=O)n2C)n1C(C)C	13	4	-5	15	1	-3.0	0	100	2	-9
COC(=O)c1ccc(NCc2cc(O)ccc2O)cc1	-4	6	-7	-23	6	0.7	2	·	0	-8
Cc1c(NC(=O)/C=C/c2cn(-c3ccccc3)nc2-c2ccccc2)c(=O)n(-c2ccccc2)n1C	25	9	1	-13	5	-5.0	1	109	3	0
CCCCCCCCNS(=O)(=O)CCNCc1ccc(OC)cc1	-13	-1	3	3	-1	2.8	3	94	-7	-2
O=C(NCC(c1ccco1)N1CCN(c2ccccc2F)CC1)C1CCCCC1 (configuration not stated)	-4	-8	11	3	0	0.6	-5	102	-17	-13
CCC(=O)NNC(=O)CSc1nnc(-c2ccccc2)c(-c2ccccc2)n1	13	-19	5	-3	-6	-2.5	-4	102	1	-9
COc1cc(C(=O)NNC(=O)COc2ccc(Cl)cc2)ccc1OCC(=O)N1CCOCC1	20	-6	3	10	-1	-5.2	-2	103	0	-3
Clc1ccc(SCNc2ccccc2Cl)cc1	-8	6	-10	-2	0	1.6	3	95	1	-2
O=[N+]([O-])c1ccccc1OCCCN1CCOCC1	11	-2	-10	-21	1	-2.0	0	102	1	-6
Cc1c(N=Nc2ccc(N(C)C)cc2)c(=O)n(-c2ccccc2)n1C	1	-55	2	2	-1	-0.2	3	101	4	1
Cn1cc(C(=O)N/N=C/c2ccc3c(c2)OCO3)c2ccccc21	11	-8	-2	-11	-6	-2.2	1	113	0	-15
Cc1c(Br)cc(C(=O)NCCCN2CCOCC2)c(C)c1C	12	-4	-2	1	1	-2.1	-1	102	1	10
COc1ccc(-n2c(C)n[nH]c2=O)cc1OC	-6	·	-7	-4	-3	1.1	0	·	0	-11
CCN(CC)CCNC(=O)Cc1c(C(=O)O)n(C)c2ccccc12	11	8	4	8	-3	-1.8	0	102	-2	0
CCN1CCN(S(=O)(=O)c2ccc(Cl)c(C(=O)Nc3cc(Cl)ccc3N3CCOCC3)c2)CC1	8	26	-6	-20	8	-2.0	0	110	-3	9
CCCCn1c(N)c(N(CCC(C)C)C(=O)c2ccccc2-n2cnnn2)c(=O)[nH]c1=O	23	-5	-4	-3	1	-4.8	10	104	2	-9
O=C(COc1ccc(Br)cc1)NCCCn1ccnc1	20	8	-1	15	0	-3.8	4	105	-1	1
O=C(NCCc1ccccc1)Nc1ccc(Cl)cc1	5	-3	-9	28	1	-0.9	3	·	-13	-9
Cc1cccc(CC(C)NC(=O)c2cc(COc3ccc(F)cc3F)on2)n1 (configuration not stated)	11	-6	-13	2	1	-2.1	-4	104	-2	3
COc1cc(N)c2ncccc2c1OC	-11	9	0	3	-1	2.1	1	126	1	1
O=c1[nH]c(SCCOc2ccccc2F)nc2ccccc12	0	17	4	-17	8	0.1	-2	115	-1	-6
COc1ccccc1CN1C[C@@H]2C[C@@H](c3ccc(C)c(C)c3)N3CCC[C@@]23C1=O	-2	15	12	9	4	0.4	1	274	-1	2
CC1(C)Cc2cccc(OCC(=O)N3CCN(c4ccccc4)CC3)c2O1	8	-25	11	6	3	-1.4	-3	·	-4	1
COc1ccccc1CNS(=O)(=O)c1cccs1	3	2	3	-8	3	-0.5	3	116	-1	3
O=C(NCCCNC(=O)c1ccc(-c2cc(Cl)ccc2Cl)o1)c1cnccn1	8	-1	3	-10	-1	-1.4	-2	105	-3	-1
CCOC(=O)N1CCN(C(=O)c2ccc(CS(=O)(=O)c3c(Cl)cccc3Cl)o2)CC1	6	23	2	-18	6	-1.3	4	105	-2	0
Cc1ccc(Nc2nnc(SCC(=O)NC3CCS(=O)(=O)C3)s2)c(C)c1 (configuration not stated)	-9	-2	-6	34	-5	1.7	4	131	0	-3
O=C1C(=NO)CCCc2ccccc21	19	-8	-1	-8	2	-3.7	-2	91	-2	-4
CC1CCc2nc(NC(=O)CN3CCN(c4ccc(F)cc4)CC3)sc2C1 (configuration not stated)	-46	2	2	-13	-5	8.8	5	104	-3	-6
COc1ccccc1NC(=O)CN1C(=O)C(C)Oc2ccccc21 (configuration not stated)	-3	5	-1	-16	0	0.5	-2	108	-2	-10
Clc1ccc2oc(-c3ccccc3)nc2c1	9	24	-4	-4	2	-1.4	-3	·	-2	6
CC(=O)NC1C(=O)N(CCN2CCOCC2)c2ccc(Br)cc21 (configuration not stated)	22	-14	-11	21	-6	-4.7	3	96	10	0
COc1cc(-c2nc(-c3ccc4c(c3)-c3ccccc3S4(=O)=O)c(-c3ccccc3)[nH]2)cc(OC)c1OC	-22	-4	10	-17	7	4.0	9	72	1	-3

Arranged by length of the SMILES (ascending): 4 of the compounds above.
SMILES	MOR-DOR inv ag	Arrestin-AP2 inh	PKA-R2B activ	HTR5A inv ag	HTR5A ag	MOR-DOR ag	V-ATPase pH	Pemphigus Ab inh	DAGLB inh	PKA-R1A activ
O=C1C(=NO)CCCc2ccccc21	19	-8	-1	-8	2	-3.7	-2	91	-2	-4
Cc1ccc(Nc2nnc(SCC(=O)NC3CCS(=O)(=O)C3)s2)c(C)c1 (configuration not stated)	-9	-2	-6	34	-5	1.7	4	131	0	-3
CCOC(=O)N1CCN(C(=O)c2ccc(CS(=O)(=O)c3c(Cl)cccc3Cl)o2)CC1	6	23	2	-18	6	-1.3	4	105	-2	0
COc1cc(-c2nc(-c3ccc4c(c3)-c3ccccc3S4(=O)=O)c(-c3ccccc3)[nH]2)cc(OC)c1OC	-22	-4	10	-17	7	4.0	9	72	1	-3

Following part.
SMILES	MOR-DOR inv ag	Arrestin-AP2 inh	PKA-R2B activ	HTR5A inv ag	HTR5A ag	MOR-DOR ag	V-ATPase pH	Pemphigus Ab inh	DAGLB inh	PKA-R1A activ
Cc1cc(C)nc(NS(=O)(=O)c2ccc(N3C(=O)C4C5C=CC(C5)C4C3=O)cc2)n1 (configuration not stated)	5	-7	8	14	0	-0.9	4	87	-1	13
O=C(COC(=O)c1cncc(Br)c1)NCC12CC3CC(CC(C3)C1)C2	3	16	0	-24	-2	-0.7	0	100	-1	11
COC(=O)c1ccccc1NC(=O)Nc1cc(C(C)(C)C)on1	6	6	7	-4	1	-1.0	-3	·	1	-3
COC(=O)/C=C/C(=O)NCc1ccco1	0	18	14	15	-5	0.1	0	100	1	-9
CCOc1ccc(NC(=O)N2CCC(c3nc4ccccc4[nH]3)CC2)cc1	10	9	5	5	2	-2.0	-1	97	0	4
COc1ccccc1C(=O)COC(=O)CSCC(=O)Nc1cc(C)on1	7	-10	-20	-7	3	-1.1	-2	106	-2	-3
O=C(CSc1nc(N2CCOCC2)nc(N2CCOCC2)n1)Nc1ccccc1F	9	-10	12	-2	-4	-1.6	-2	107	-1	-3
O=C(NC(CO)(CO)CO)[C@@H]1CCCN1S(=O)(=O)c1cccc2cccnc12	8	6	0	-2	0	-1.6	-7	105	1	12
COc1cc(/C=C(\C#N)c2nc3ccccc3s2)ccc1OCC(=O)Nc1ccccc1	-8	0	-7	-14	5	1.4	-2	96	-3	-1
O=C(CCS(=O)(=O)Cc1ccccc1)NCc1ccco1	8	-3	0	-19	3	-1.4	1	100	-2	3
C=C(C)C1CC=C(C)/C(=N/NC(=O)CCCNc2cccc(C)c2)C1 (configuration not stated)	-30	-6	-8	-1	0	5.9	-1	101	0	-10
O=[N+]([O-])c1ccc(-n2cc(-c3ccccc3)nn2)cc1	-15	3	9	2	-1	3.4	7	97	-10	-8
O=C(COC(=O)c1n[nH]c(=O)c2ccccc12)c1ccc(Br)cc1	5	2	14	4	-2	-1.1	-1	94	-1	4
CC(=O)n1c(-c2ccccc2)c(CO)c2ccccc21	3	13	-12	1	-1	-0.5	-2	105	0	-6
O=C1C(=Cc2cccs2)Oc2ccccc21	-6	23	-7	3	-1	1.4	2	95	-5	5
COc1ccc(N(C(=O)C(C)C)S(=O)(=O)c2cccc([N+](=O)[O-])c2)cc1	-3	-5	-5	12	3	0.6	-2	106	-2	3
Cc1ccc2c(c1)N(CC(=O)N1CCc3ccccc3C1)C(=O)CO2	-1	-6	-7	-11	-5	0.2	-1	105	0	4

Compound activity from PubChem BioAssay.

Random draw from the library; about 2.4% have a hit in one of these screens.
